FBPA Giardia inh = Giardia lamblia aldolase inhibition; A8B2U2; purified Giardia FBPA; Potency, µM (doses to about 59.6 µM), for inactives: at the top dose activity, negative = inhibition, actives largely listed as inhibitors; actives 0.71% (n = 290,000); also: potency is read from the fitted curve at half-maximal effect; nearly all actives have a fitted effect of over 55% in size
Target sequence (A8B2U2 whole entry, looked up): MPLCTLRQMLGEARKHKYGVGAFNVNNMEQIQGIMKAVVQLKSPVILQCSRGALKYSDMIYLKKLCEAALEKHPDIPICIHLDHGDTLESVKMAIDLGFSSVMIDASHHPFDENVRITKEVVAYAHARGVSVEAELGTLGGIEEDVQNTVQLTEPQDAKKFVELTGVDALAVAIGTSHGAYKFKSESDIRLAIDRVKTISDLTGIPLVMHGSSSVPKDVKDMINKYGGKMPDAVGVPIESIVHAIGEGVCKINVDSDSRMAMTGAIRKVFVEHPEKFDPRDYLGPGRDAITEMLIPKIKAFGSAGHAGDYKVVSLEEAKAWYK
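Giardia FBPA (40 nM reagent) was preincubated 10 min at RT with compound (up to 57.5 uM final), then substrate plus GAPDH/TPI/NAD/arsenate coupling system with diaphorase/resazurin was added; resorufin fluorescence (525/598 nm) was read after 20 min.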
HCMV inh = inhibitors of human cytomegalovirus. HFF cells, HCMV-luciferase reporter, 72 h; active compounds read low. activity change, negative = inhibition, % at 57.5 µM. actives 4.5% (n = 410,000). AID 1259415; in the data active = activity change below about -60%; inconclusive = no clear call, values can overlap the other calls; inactive = above about -39%
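Compounds were evaluated in HFFs infected with an HCMV luciferase reporter virus (MOI 1 PFU/cell). Luciferase in lysates collected 72 h post infection served as the replication measure.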
Sm TGR block = S. mansoni TGR enzyme inhibition; Q962Y6; Potency, µM (highest dose often 114 µM), for the others: top-dose activity change, negative = inhibition, actives largely listed as inhibitors; actives 3% (n = 360,000); purified TGR, DTNB reduction, TNB absorbance 405 nm; also: potency is read from the fitted curve at half-maximal effect; nearly all actives have a fitted effect of over 60% in size
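TGR 20 nM + NADPH 100 uM (dispensed conc.), cpd preinc 15 min RT; start with NADPH (500 uM addition) then DTNB (15 mM addition). Kinetic TNB absorbance, 405 nm filter. Four-parameter Hill fit across titration.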
HCV inh = blocks hepatitis C virus; Huh7.5.1 HCVcc-Cre infection, luciferase reporter, 44 h; Potency, µM (doses to about 41.8 µM), inactives show at the top dose activity change, negative = inhibition, hits mostly inhibitors; actives 3.4% (n = 340,000); AID 651820; also: potency is read from the fitted curve at half-maximal effect
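Whole-lifecycle infectious HCVcc-Cre system; cells 1,000/well, compound then virus (~0.5 moi) added 4 h after plating, 44 h culture. Luciferase read 15 sec following 15 min substrate incubation, room temp.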
AmpC inh detg = inhibitors of E. coli AmpC beta-lactamase with detergent; P00811; AmpC hydrolysis of nitrocefin, absorbance 480 nm, 0.01% Triton; Potency, µM (doses to about 114 µM), inactives show at the highest dose activity change, negative = inhibition, hits mostly inhibitors; actives 0.041% (n = 370,000);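 also: potency is read from the fitted curve at half-maximal effect; 0% = no-compound wells and -100% = no-enzyme wells; nearly all actives have a fitted effect of over 25% in size; some results filed as inactive show a strong effect at the top dose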
Target sequence (P00811 whole entry, looked up): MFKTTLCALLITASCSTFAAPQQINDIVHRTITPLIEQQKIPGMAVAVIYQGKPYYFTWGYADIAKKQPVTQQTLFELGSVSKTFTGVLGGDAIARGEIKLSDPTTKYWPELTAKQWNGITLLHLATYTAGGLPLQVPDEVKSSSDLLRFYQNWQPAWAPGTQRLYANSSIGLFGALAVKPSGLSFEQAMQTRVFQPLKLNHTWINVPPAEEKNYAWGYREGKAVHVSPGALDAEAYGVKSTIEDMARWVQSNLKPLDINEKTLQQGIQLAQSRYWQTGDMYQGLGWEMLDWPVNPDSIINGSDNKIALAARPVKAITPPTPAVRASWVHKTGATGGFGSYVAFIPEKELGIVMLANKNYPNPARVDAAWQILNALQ
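20 mM phosphate pH 7.0 + 0.01% (detergent screen) or 0.0001% Triton X-100; 5.3 nM AmpC reagent; cpd preinc 15 min RT; nitrocefin (800 uM stock) to start; A480 q20 s × 4 min; Activity was normalised to no-enzyme and no-compound control wells.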
AMA1-RON2 inh = disrupts binding of P. falciparum AMA1 to RON2 | AlphaScreen AMA1-biotinylated RON2 peptide binding | Potency, µM (titrated, usually from 58.2 µM), inactives show top-dose activity change, negative = inhibition, usual class: inhibitors | actives 0.2% (n = 360,000) | AID 720542;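 also: potency is read from the fitted curve at half-maximal effect; 0% = vehicle wells and -100% = peptide control; nearly all actives have a fitted effect of over 45% in size; some results filed as inactive show a strong effect at the top dose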
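AMA1 (3D7) with his tag at 25 nM final met compounds first, then biotinylated RON2 peptide at 25 nM; detection used donor plus acceptor beads, 10 µg/mL apiece, read by AlphaScreen after 30 min at room temperature.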
* hit, by the source's call; ? = inconclusive; . = no result given; [ ] = remark or other dose. Unless noted, calls follow the shape of the dose curve; as a rule, active = well fitted curve in the direction sought with a large enough effect; inconclusive = small, poorly fitted or top-dose-only effect, or another doubt; inactive = no such curve, though single readings can be large; an effect the other way counts as inactive or inconclusive. Unless noted, % is scaled to controls: 0 for no effect and ±100 for the full control effect.

SMILES	FBPA Giardia inh	HCMV inh	Sm TGR block	HCV inh	AmpC inh detg	AMA1-RON2 inh
O=C(NC1CCCC1)C1CCC(=O)N1CCc1ccccc1 (centres undefined)	3%	11	-3%	4%	3%	7%
O=C(CSCC(=O)Nc1nccs1)Nc1ccccc1	-2%	?	-3%	3%	-12%	10%
O=C(c1nc(-c2ccccc2)n(-c2ccccc2)n1)N1CCCCCC1	-7%	38	0%	-1%	?	-8%
COc1ccccc1-c1nnc2sc(COc3ccc(Cl)cc3)nn12	2%	-32	-2%	?	0%	-3%
CCOc1ccc(C(=O)N2CCN=C2SC)cc1OCC	5%	9	1%	10%	-8%	-7%
CCOC(=O)c1c(C)[nH]c(C)c1S(=O)(=O)NCC(=O)NCc1cccc(Br)c1	.	5	9%	.	0%	.
CC(C)c1ccc(N(C(=O)C(F)(F)F)C(C(=O)NC2CCCCC2)c2ccncc2)cc1 (centres undefined)	4%	-17	-25%	18%	-14%	17%
COCCS(=O)(=O)N(Cc1ccccc1)[C@H](C(=O)OC)C(C)C	.	5	.	3%	.	5%
O=C1CCC([N+](=O)[O-])C(C2CC=CCC2)N1 (centres undefined)	.	7	.	-3%	.	0%
CC(C)C1Cc2c(sc3[nH]c(=S)n(Cc4ccccc4)c(=O)c23)CO1 (centres undefined)	30%	?	-12%	19%	-4%	96%[activator]
COc1cc(/C=C/C(=O)OCC(=O)Nc2cc(C)c(C)cc2[N+](=O)[O-])ccc1O	1%	-37	-25%	7%	2%	3%
Cc1cccc(CSc2nc3c(cc2C#N)CN(C)CC3)c1	-1%	33	-31%	14µM*	-2%	8%
O=C(c1cccnc1Cl)N(Cc1ccccc1)Cc1ccccc1	3%	-12	-2%	-3%	?	3%
CCOc1ccc(C2N(c3ccc(OC)cc3)C(=O)C3CCCN32)cc1OC (centres undefined)	0%	11	2%	17%	-8%	18%
Cc1cc(Nc2ccccc2)n2nc(C)c(-c3ccccc3)c2n1	5%	-18	9%	?	-6%	115%[activator]
COc1ccc(/C=N/N=C2/NC(=O)C(CC(=O)O)S2)cc1OS(=O)(=O)c1ccccc1 (centres undefined)	-1%	-29	7%	18%	4%	55%[activator]
Cc1noc(C)c1C(=O)N1CCN(Cc2ccc3c(c2)OCO3)CC1	2%	15	-15%	?	2%	-8%
O=C(Nc1cccc(S(=O)(=O)NC2=NCCCCC2)c1)C1COc2ccccc2O1 (centres undefined)	1%	72	-17%	1%	?	-2%
Cc1ccc(OCC(=O)NNC(=S)NC(=O)C2CCCCC2)c(C)c1	.	.	1%	?	0%	105%[activator]
CC[C@H](C)[C@@H](C(=O)NCCCCCCCCCCC(=O)N1CCN(C(=O)OC(C)(C)C)CC1)n1cc(CCCCN=C(NC(=O)OC(C)(C)C)NC(=O)OC(C)(C)C)nn1	.	.	2%	15%	5%	.
N#Cc1cc(C#N)c(N2CCN(c3cccc(Cl)n3)CC2)nc1N	1%	50	10%	11µM*	4%	37%[activator]
CC(C)c1ccc(/C=N/NC(=O)c2nnn(-c3nonc3N)c2CN(C)C2CCCCC2)cc1	-1%	0	-2%	-23%	2%	4%
CC(Oc1ccc(F)cc1)C(=O)Nc1cc(Cl)ccc1-n1cncn1 (centres undefined)	.	-20	-7%	?	-22%	9%
CCOc1ccccc1Nc1cc(-c2ccccc2)nc(C)n1	.	-14	-1%	.	14%	.
COc1cccc(C(=O)NNC(=O)Cc2csc(N)n2)c1	1%	?	-3%	?	2%	64%[activator]
Next part:
SMILES	FBPA Giardia inh	HCMV inh	Sm TGR block	HCV inh	AmpC inh detg	AMA1-RON2 inh
N#CCN(C(=O)COC(=O)CCCNC(=O)c1ccc(Cl)cc1)c1ccccc1	.	-38	-16%	-12%	?	0%[11.6 µM]
c1cc2c(cc1NC1=NCCO1)CCCC2	.	-35	.	?	.	3%
CC1(C)Cc2c(sc3nc4n(-c5ccccc5)c(=O)c(CCC(=O)O)nn4c(=O)c23)CO1	?	-2	2%	3%	-11%	86%[activator]
CN(C)/C=C/C(=O)c1ccc2noc(-c3cccc(F)c3)c2c1	-2%	?	-18%	?	-2%	0%
C/C(=C\c1ccc2c(c1)OCO2)C(=O)c1c(C)cc(C)[nH]c1=O	0%	51	3%	12%	-7%	7%
Cc1ccc(NC(=O)c2c(Cl)n(C)c3ccccc23)cc1	-4%	118	-14%	?	5%	-2%
CCc1ccccc1NC(=O)Cn1c(=O)n(-c2cccc(C)c2)c(=O)c2c1c1cc(OC)ccc1n2C	.	-23	1%	.	15%	.
COc1ccc(OC)c(C(=O)CC2OC(=O)c3ccccc32)c1 (centres undefined)	4%	-90*	?	8%	?	12%
Cc1c2cnn(CC(=O)Nc3cccc(C(F)(F)F)c3)c(=O)c2c(C)n1Cc1ccccc1Cl	.	-5	-6%	.	3%	.
Cc1ccc(-c2nn(-c3ccccc3)cc2/C=N/NC(=O)c2ccc(Br)o2)cc1	-7%	22	12%	-11%	-1%	13%
Cc1cc(/C=C2/C(=N)N3C(c4ccccc4)=CSC3=NC2=O)c(C)n1-c1ccc(Cl)cc1	.	-12	.	-11%	.	-3%
CC(=O)/C=C\c1ccc(OC(=O)c2cccnc2)cc1	8%	60	?	1%	3%	4%
CC(=O)Nc1ccc(S(=O)(=O)NNC(=O)c2sc(=S)n(C)c2C)cc1	-9%	?	0%	5%	6%	0%
Cc1cc(S(=O)(=O)N2CCN(c3ccc(F)cc3)CC2)ccc1-n1cnnn1	14%	-11	15%	-12%	5%	-5%
COc1ccc(/C=C(\C#N)C(=O)OCC(=O)NCc2ccccc2)cc1	-10%	-8	-4%	19%	-5%	11%[11.6 µM]
N=C(N)SCc1cn2ccccc2n1	-30%	-28	-8%	-9%	-8%	0%
CC(C)(Nc1ccccc1)C(=O)c1ccccc1	-4%	-19	3%	14%	-3%	-15%
Cc1cccc2c(N)c3c(nc12)CCCC3 (tested in a mixture with another compound)	0%	-33	.	?	-7%	-4%
Cc1cc(C)cc(OCC(=O)N2CCCCCC2)c1	6%	-10	-10%	4%	-9%	-8%
Cc1ccc(C)c2[nH]c(=O)c(CN(Cc3ccco3)C(=O)Nc3ccccc3)cc12	8%	.	2%	?	-14%	-23%
CN(Cc1ccccc1)C(=S)Nc1cccnc1	1%	-14	8%	26%	7%	22%
Cc1ccccc1NS(=O)(=O)c1ccc(Cl)cc1	-16%	-20	2%[57.1 µM]	20%	1%	2%
COc1ccc(-c2cc(C(=O)Nc3sc4c(c3C(N)=O)CCCC4)no2)cc1	.	21	-10%	.	-3%	.
COCc1nnc(NS(=O)(=O)c2c(C)cc(C)cc2C)s1	-27%	-29	-7%	30%	-9%	-3%
COc1ccc(CN2CCN(Cc3ccccc3F)CC2)cc1	16µM*	?	8%	-23%	-9%	?

Retrieved by structure from the list above:
SMILES	FBPA Giardia inh	HCMV inh	Sm TGR block	HCV inh	AmpC inh detg	AMA1-RON2 inh
c1cc2c(cc1NC1=NCCO1)CCCC2	.	-35	.	?	.	3%
CN(C)/C=C/C(=O)c1ccc2noc(-c3cccc(F)c3)c2c1	-2%	?	-18%	?	-2%	0%
CN(Cc1ccccc1)C(=S)Nc1cccnc1	1%	-14	8%	26%	7%	22%
CC(C)(Nc1ccccc1)C(=O)c1ccccc1	-4%	-19	3%	14%	-3%	-15%
CC1(C)Cc2c(sc3nc4n(-c5ccccc5)c(=O)c(CCC(=O)O)nn4c(=O)c23)CO1	?	-2	2%	3%	-11%	86%[activator]
COCc1nnc(NS(=O)(=O)c2c(C)cc(C)cc2C)s1	-27%	-29	-7%	30%	-9%	-3%

Continued.
SMILES	FBPA Giardia inh	HCMV inh	Sm TGR block	HCV inh	AmpC inh detg	AMA1-RON2 inh
CC1CCN(C(=O)/C=C/c2ccc(C(C)(C)C)cc2)CC1	-15%	34	-16%	4%	-1%	-1%
COc1ccc(S(=O)(=O)N2CCC(C(N)=O)CC2)c2ccccc12	1%	0	1%	16%	-17%	-1%
CCOc1ccc(-c2c(C(=O)N/N=C/c3ccncc3)nnn2-c2nonc2N)cc1	16%	2	-7%	13%	?	48%[activator]
CC(C)(C)c1ccc(C(=O)NC(CC(=O)O)c2ccc(OC3CCCC3)cc2)cc1 (centres undefined)	-1%	-1	2%	13%	-6%	0%
O=C1NCCc2c1[nH]c1ccc([N+](=O)[O-])cc21	-4%	1	-5%	?	-8%	2%
CCOc1ccccc1N1CC(C(=O)Nc2ccccc2N2CCCC2)CC1=O (centres undefined)	.	-19	-29%	-20%	7%	-28%
Cc1c(NC(=S)NNC(=O)CCC(=O)O)c(=O)n(-c2ccccc2)n1C	-22%	23	?	25%	-11%	71%[activator]
COc1ccc(-c2nc3ccccc3nc2-c2ccc(OC)c(OC)c2)cc1OC	4%	-9	3%	-23%	-3%	-1%
CC(C)c1ccc(C(=O)Nc2ccc(CN3CCOCC3)cc2)cc1	10%	-83*	29%	?	-3%	-7%
CC(=C1C2C=CC1C1C(=O)NC(=O)C21)c1ccccc1 (centres undefined)	6%	10	?	0%	?	-1%
COc1ccc(NC(=O)CSc2nc3ccccc3n2CC(=O)N2CCCC(C)C2)cc1 (centres undefined)	.	-15	-8%	.	8%	.
COc1ccccc1C(=O)NCCC(=O)N(C)Cc1cccnc1	.	0	-6%	-6%	-1%	-1%
COc1ccccc1C1NC(=O)c2n[nH]c(-c3cccs3)c21 (centres undefined)	.	5	-3%	.	2%	.
O=C(CC1CCCC1)N1CCN(S(=O)(=O)c2ccc(F)cc2)CC1	.	-9	2%	?	0%	14%
COc1ccc(NC(=O)c2ccc3[nH]c(=O)c(=O)[nH]c3c2)c(OC)c1	-10%	-13	0%	-16%	3%	-8%
Cc1cccc(Nc2nc(-c3ccccc3)nc3ccccc23)c1	.	-32	4%	.	6%	.
COc1ccc(-n2c(SCC(=O)Nc3cc(C)on3)nc3c(c2=O)SCC3)cc1OC	.	-27	6%	7%	-1%	-10%
O=C(COC(=O)c1ccc[nH]c1=O)NCCC1=CCCCC1	.	-13	.	10%	.	3%
CN1CC(=O)N(CC(=O)NCCc2ccc(F)cc2)c2ccccc2C1=O	4%	0	-1%	-1%	3%	3%
CC(C)CN(C(=O)COC(=O)/C=C/c1ccc(Cl)c(Cl)c1)c1c(N)n(Cc2ccccc2)c(=O)[nH]c1=O	.	10	-1%	?	-16%	1%
Cn1c(=O)c(C(=O)NCCc2ccccc2)c(O)c2ccccc21	17%	16	-1%	-22%	-3%	25%
CC1Sc2ccc(S(=O)(=O)N3CCC(C(=O)NCc4ccc(Cl)cc4)CC3)cc2NC1=O (centres undefined)	.	-26	3%	?	0%	15%
O=C(CC1CCCCC1)NCc1ccc(F)cc1	0%	28	-3%	5%	-5%	2%
N/C(Cc1cccc2ccccc12)=N\OC(=O)c1ccc2c(c1)OCO2	0%	20	.	-30%	-2%	2%
Cc1ccc(C2c3[nH]c4ccccc4c3CCN2C(=O)Nc2ccc(C)c(C)c2)cc1 (centres undefined)	.	63	3%	.	-1%	.

High-throughput results: PubChem, National Center for Advancing Translational Sciences (NCATS)
